VIM-2 inh = VIM-2 metallo-beta-lactamase inhibitors, primary screen, biochemical, epi-absorbance readout, Pseudomonas aeruginosa enzyme; purified VIM-2, nitrocefin hydrolysis, epi-absorbance fluorescence; inhibition, % at 5.6 µM; 0.89% of 290,000 active;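 active means inhibition above the mean of all tested compounds plus 3 SD, cutoff set per screening run, cut at about 7.5% in these data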;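 further: red hydrolysis product quenches plate fluorescence so inhibitors raise well fluorescence; 0% = enzyme with DMSO and 100% = DMSO without enzyme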
IDE cell inh = human IDE inhibitors in live cells, primary screen, fluorescence polarization, HEK cells, FAbetaB substrate; Insulin-degrading enzyme (Homo sapiens), P14735; FAbetaB cleavage; inhibition, % at 5.59 µM; 0.41% of 320,000 active; AID 434962, 2010;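 active means percent inhibition above the average of all tested compounds plus 3 SD, set per screening campaign, cut at about 16% in these data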;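 further: IDE supplied by intact live HEK cells; FP after avidin binding of uncleaved biotin substrate so inhibition keeps polarization high; 0% = DMSO wells and 100% = 60 µM reference IDE inhibitor Ii1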
UBC9 SUMO inh = inhibitors of in vitro SUMOylation cascade, primary screen, biochemical, HTRF, uHTS; SUMO-conjugating enzyme UBC9 (Homo sapiens), P63279; HTRF SUMOylation assay, SAE1/SAE2 + UBC9; inhibition, % at 35 µM; 0.36% of 290,000 active; AID 2006, 2009; in the data active means inhibition above about 50%, passing the limit was not always enough; further: strong numbers were not always called active
Target sequence (P63279 whole entry, looked up): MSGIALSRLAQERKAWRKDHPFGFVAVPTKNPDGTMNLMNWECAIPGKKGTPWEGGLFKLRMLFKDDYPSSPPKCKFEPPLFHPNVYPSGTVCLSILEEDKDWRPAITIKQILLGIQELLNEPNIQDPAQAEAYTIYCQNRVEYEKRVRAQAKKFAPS
HCV NS3 hel inh = inhibitors of HCV NS3 helicase, primary screen, biochemical, Cy5 molecular beacon fluorescence; Hepatitis C virus NS3 helicase; AID 1800, 2009; NS3 helicase DNA unwinding; 0.56% of 290,000 active; inhibition, % at 10.9 µM;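 active means inhibition above the mean of all tested compounds plus 3 SD, set per campaign, cut at about 35% in these data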;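 further: 0% = DMSO wells and 100% = thioflavine S control wells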
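assay system = NS3 helicase fragment of HCV | buffer or medium = MOPS pH 6.5, MgCl2, DTT, Tween20, BSA | timing = 60 min unwinding reaction at 25 °C after ATP addition | signal = Cy5 beacon fluorescence read at start and 1 h | read-out basis = % inhibition of unwinding | control set = low DMSO, high thioflavine S at 110 µM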
IMP-1 inh = IMP-1 metallo-beta-lactamase inhibitors, primary screen, biochemical, epi-absorbance readout, Pseudomonas aeruginosa enzyme | metallo-beta-lactamase IMP-1 (Pseudomonas aeruginosa) | purified IMP-1, nitrocefin hydrolysis, epi-absorbance fluorescence | inhibition, % at 5.6 µM | 0.45% of 290,000 active | AID 1556, 2009;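 active means inhibition above the mean plus 3 SD of all compounds in the same screening run, cut at about 4.5% in these data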;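 further: 0% = IMP-1 with DMSO and 100% = DMSO wells lacking enzyme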
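assay system = purified recombinant IMP-1 metallo-beta-lactamase enzyme | schedule = 15 min preincubation plus 25 min reaction at 25 °C | signal = Epi-absorbance fluorescence, 480 nm excitation, 530 nm emission | read-out basis = percent inhibition from optical density relative to buffer-blank wells | controls = IMP-1 with DMSO as 0%, enzyme-free DMSO as 100%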
IDE cell activ = human IDE activators in live cells, primary screen, fluorescence polarization, HEK cells, FAbeta-B substrate; Insulin-degrading enzyme (Homo sapiens), P14735; FAbeta-B cleavage; 0% vehicle, 100% cell-free pure enzyme wells; activation, % at 5.96 µM; 0.073% of 340,000 active; AID 493087, 2011;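 active means activation above the mean of all tested compounds plus 3 SD, set per screening campaign, cut at about 17% in these data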
p-CIP stab down = p/CIP-EGFP fusion destabilizers, primary screen, fluorescence, F442A cells. AID 1984, 2009. 0.01% of 290,000 active. 16 h. decrease of EGFP signal, % at 10 µM. Q05BA5;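 active means EGFP signal decrease of at least 30% at 10 µM or well 3 SD below plate mean, unless failing retest; inactive means the rest, including hits failing retest or dose response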; further: some compounds called inactive have numbers as strong as hits; many of its hits are not listed in these tables
M18AAP inhibitor = PfM18AAP inhibitors, malaria aminopeptidase, primary screen, biochemical, QFRET, recombinant enzyme; M18 aspartyl aminopeptidase (Plasmodium falciparum 3D7); H-Glu-NHMec fluorogenic cleavage; inhibition, % at 7.35 µM; 1.2% of 290,000 active;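 active means inhibition above the campaign mean inhibition over all tested compounds plus 3 SD, cut at about 28% in these data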;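 further: 0% = plate median of test compound wells and 100% = 2 mM ZnCl2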
DNA FID counter = compounds displacing fluorescent DNA intercalator, primary screen, artefact control for HCV NS3 helicase inhibitor project, biochemical, FID fluorescence | DNA fluorescent intercalator displacement | inhibition, % at 7.9 µM | 0.17% of 290,000 active | AID 1845, 2009; in the data active means inhibition above about 37%;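 further: 0% = vehicle and 100% = reference compound; higher means more ethidium bromide displaced from hairpin DNA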
An asterisk follows results filed as active; · = no result given.

SMILES	VIM-2 inh	IDE cell inh	UBC9 SUMO inh	HCV NS3 hel inh	IMP-1 inh	IDE cell activ	p-CIP stab down	M18AAP inhibitor	DNA FID counter
COc1ccccc1NC(=O)C(CC=C(Cl)Cl)C(C)=O (configuration not stated)	1.3	7	20	1	-0.3	3	-12	-13	0
NC(=O)c1ccc(NC(=O)Cc2cccs2)cc1	-1.9	2	5	17	-1.3	-5	-10	-5	-3
COc1ccc(C(=O)Nc2c(N)nc(SCC(=O)N3CCC(C)CC3)[nH]c2=O)cc1	0.4	-4	11	7	-1.2	-4	11	-6	-4
CCc1ccc(C2=NN(C(C)=O)C(c3ccco3)C2)cc1 (configuration not stated)	-2.1	5	3	6	-2.7	1	-3	4	-26
CCOC(=O)c1ccc(N2CCOCC2)c(NS(=O)(=O)c2ccc(F)cc2)c1	-3.4	7	-8	-7	-4.2	5	6	-1	-33
C=CCNC(=O)c1ccccc1NC(=O)Cc1ccccc1[N+](=O)[O-]	-4.0	2	22	12	-2.0	1	-13	-3	1
CCC(=O)c1cn(CC(=O)Nc2ccccc2)c2ccccc12	-0.1	4	-13	-1	-0.3	5	2	-5	5
O=[N+]([O-])c1ccccc1CN1CCN(Cc2ccccn2)CC1	-0.2	1	19	8	0.9	-4	-1	-9	6
Cc1cc([N+](=O)[O-])cc2c1NC(c1ccccn1)C1CC=CC21 (configuration not stated)	-0.7	-3	22	9	-1.2	4	-4	2	-2
CCOC(=O)c1c(NC(=O)CSc2nnc(-c3cccnc3)n2Cc2ccco2)sc(C)c1C	0.9	3	31	8	-1.7	1	-12	4	-31
COc1cccc(/C=N/NC(=O)CSc2nnc(C)n2-c2ccccc2)c1O	-2.2	2	-7	-6	-2.4	8	1	0	-18
Cc1ccc(CNC(=O)CO/N=C/c2ccc3c(c2)OCO3)cc1	-2.8	-1	-24	-5	-3.6	-1	6	3	-9
O=C(CCS(=O)(=O)c1cccc2nonc12)NCc1ccc(Cl)cc1	-2.6	3	16	2	-3.1	4	-2	6	1
N#Cc1cccc(C#N)c1NCC1CCCO1 (configuration not stated)	1.6	-4	29	-9	0.1	-3	-4	-9	-5
CC(=O)Nc1ccc(S(=O)(=O)NC2=NCN(c3ccc([N+](=O)[O-])cc3)CN2)cc1	-1.5	-1	1	3	-0.1	7	-8	8	-4
COc1ccc(/C=C2\C(=O)ON=C2c2ccccc2)cc1OC	-2.4	2	15	9	-4.5	-1	-10	11	0
Cc1ccnc(SCC(=O)Nc2cc(C)on2)n1	-1.3	5	1	3	-4.7	-6	-10	5	-2
O=C(COC(=O)CCc1ccc(S(=O)(=O)N2CCOCC2)cc1)Nc1cccc(Cl)c1	1.5	1	-4	-6	-3.9	0	-20	6	-16
COc1ccc(NC(=O)CCN2CCN(S(=O)(=O)c3ccc(F)cc3)CC2)cc1	0.7	-3	6	0	-1.8	8	-2	-17	-16
Cc1c(CCC(=O)NCC(=O)O)c(=O)oc2cc3occ(-c4ccccc4)c3cc12	1.2	·	11	18	-1.3	5	-3	-2	-23
O=C(COc1ccccc1Cl)Nc1ccc(C(=O)c2ccc(C(=O)O)cc2)cc1	-3.3	0	18	19	-2.5	9	-2	-8	-32
COc1ccc(CNC(=O)C2CCC(=O)N(CCCN3CCCC3=O)C2)c(OC)c1 (configuration not stated)	0.0	-4	8	-1	-0.8	7	-18	0	-7
O=C(Cc1ccccc1Cl)Nc1cccc(S(=O)(=O)N2CCOCC2)c1	-0.8	7	16	-3	0.2	0	3	-4	2
CCn1cnc2cc(NCc3ccc(N(C)C)cc3)ccc21	-1.8	9	26	-14	-3.8	1	-6	13	-3
Cc1ccc(C(=O)Nc2cccc([N+](=O)[O-])c2)cc1S(=O)(=O)Nc1ccc(C(=O)O)cc1	-1.8	-3	-13	18	-1.7	-4	6	-5	-28
Cc1ccc(NC(=O)CSCc2nc3c(nnn3Cc3ccc(F)cc3)c(=O)[nH]2)c(C)c1	-2.7	-6	18	10	-2.7	3	-12	3	-9
O=C(Nc1cccnc1)c1c(F)cccc1F	-0.7	-3	6	-6	-1.4	8	2	-1	2
COc1ccc(-n2c(=O)c3ccccc3n(Cc3cccc(C)c3)c2=O)cc1OC	-0.2	-2	13	-5	-0.1	10	-2	-1	-17
O=C(c1cc(COc2ccc(F)cc2F)on1)N1CCN(C2CCCC2)C(=O)C1	-2.4	-6	6	-4	-1.6	4	3	0	-48
C/C(CC(=O)Nc1cccc(Cl)c1Cl)=N\NC(=O)C(=O)N1CCCC1	-3.7	2	1	-1	-2.0	-1	-5	2	-18
COc1ccc(-n2cnnc2SC(C)c2nc3sc(C)c(C)c3c(=O)[nH]2)cc1 (configuration not stated)	-1.4	·	10	0	-5.3	·	-6	-1	-18
COc1ccc(C(NC(N)=O)c2ccccc2)cc1 (configuration not stated)	-1.4	-3	14	-4	-1.2	-1	0	-1	-3
O=C(O)CC(NCc1ccco1)C(=O)OCC1CCCO1 (configuration not stated)	-1.2	2	-26	5	-1.7	1	8	-5	-1
CCOc1ccccc1CNC(=O)c1cn(C)c(=O)c2c1c1ccccc1n2C	-1.5	2	28	-13	-1.9	-1	-22	-11	-2
COC(=O)c1ccc(SCc2cnc(Cl)s2)cc1	-2.9	6	-17	-5	-4.1	2	-10	7	-17
Cc1cccc(N2C(=O)CN(Cc3ccccc3)C2=S)c1	-2.3	2	-1	9	-1.7	4	1	4	-16
CC(C)C[C@H](NC(=O)N1CCn2c1nc1ccccc12)C(=O)N[C@@H](C(=O)O)c1ccccc1	-2.7	0	3	-7	-4.9	5	2	0	-24
CC1CCCCN1C(=O)COc1ccc(F)cc1 (configuration not stated)	-1.5	5	10	-1	-2.2	3	2	-2	-2
Cc1cc(S(=O)(=O)Nc2cccc(C(=O)O)c2)c(C)c(S(=O)(=O)c2ccc(Cl)cc2)c1	-0.7	1	14	-9	-3.8	1	-8	5	-17
CNc1ncc(C(=O)c2ccccc2)s1	-3.0	-7	17	-8	-1.5	2	-2	3	0
Cc1cc(OCC(=O)NCc2cccnc2)ccc1[N+](=O)[O-]	1.3	4	12	-2	-1.7	-4	-4	3	-1
Cc1ccc(-c2nnc(SCc3ccccc3F)o2)cc1	-1.1	3	3	-10	-1.1	11	1	-2	-13
C/C=C\C(=O)Nc1cccc(C2=NOC3(C2)C[C@H](C(N)=O)N(C(=O)/C=C/CC)C3)c1 (some centres not stated)	·	-2	5	·	·	3	-8	·	·
Cc1c(C(c2ccccc2O)c2c(C)n(C)n(-c3ccccc3)c2=O)c(=O)n(-c2ccccc2)n1C	2.0	2	8	-6	0.2	-2	-3	-8	-19
O=C(CN(Cc1ccc(Cl)cc1)S(=O)(=O)c1ccccc1)NCC1CCCO1 (configuration not stated)	-1.6	-4	7	-2	-1.0	7	-13	-4	-29
COc1cccc(Oc2nnnn2-c2ccccc2)c1	-3.1	0	-5	-3	-2.3	3	5	-2	-9
S=C(Nc1ccc(Cl)cc1)N1CCCCC1	-2.3	-2	9	0	-3.2	2	-11	4	-1
O=C1CCCCN1CC(=O)N1CCCC(Nc2ccc(F)c(F)c2)C1 (configuration not stated)	-3.4	0	7	-1	-2.9	1	-5	8	-2

12 of the compounds above, with two lines to a compound.
Order of results – VIM-2 inh	IDE cell inh	UBC9 SUMO inh	HCV NS3 hel inh	IMP-1 inh	IDE cell activ	p-CIP stab down	M18AAP inhibitor	DNA FID counter
- CCOc1ccccc1CNC(=O)c1cn(C)c(=O)c2c1c1ccccc1n2C
→ -1.5	2	28	-13	-1.9	-1	-22	-11	-2
- COC(=O)c1ccc(SCc2cnc(Cl)s2)cc1
→ -2.9	6	-17	-5	-4.1	2	-10	7	-17
- Cc1cccc(N2C(=O)CN(Cc3ccccc3)C2=S)c1
→ -2.3	2	-1	9	-1.7	4	1	4	-16
- CC(C)C[C@H](NC(=O)N1CCn2c1nc1ccccc12)C(=O)N[C@@H](C(=O)O)c1ccccc1
→ -2.7	0	3	-7	-4.9	5	2	0	-24
- CC1CCCCN1C(=O)COc1ccc(F)cc1 (configuration not stated)
→ -1.5	5	10	-1	-2.2	3	2	-2	-2
- Cc1cc(S(=O)(=O)Nc2cccc(C(=O)O)c2)c(C)c(S(=O)(=O)c2ccc(Cl)cc2)c1
→ -0.7	1	14	-9	-3.8	1	-8	5	-17
- CNc1ncc(C(=O)c2ccccc2)s1
→ -3.0	-7	17	-8	-1.5	2	-2	3	0
- Cc1cc(OCC(=O)NCc2cccnc2)ccc1[N+](=O)[O-]
→ 1.3	4	12	-2	-1.7	-4	-4	3	-1
- Cc1ccc(-c2nnc(SCc3ccccc3F)o2)cc1
→ -1.1	3	3	-10	-1.1	11	1	-2	-13
- C/C=C\C(=O)Nc1cccc(C2=NOC3(C2)C[C@H](C(N)=O)N(C(=O)/C=C/CC)C3)c1 (some centres not stated)
→ ·	-2	5	·	·	3	-8	·	·
- Cc1c(C(c2ccccc2O)c2c(C)n(C)n(-c3ccccc3)c2=O)c(=O)n(-c2ccccc2)n1C
→ 2.0	2	8	-6	0.2	-2	-3	-8	-19
- O=C(CN(Cc1ccc(Cl)cc1)S(=O)(=O)c1ccccc1)NCC1CCCO1 (configuration not stated)
→ -1.6	-4	7	-2	-1.0	7	-13	-4	-29

(listing goes on)
SMILES	VIM-2 inh	IDE cell inh	UBC9 SUMO inh	HCV NS3 hel inh	IMP-1 inh	IDE cell activ	p-CIP stab down	M18AAP inhibitor	DNA FID counter
COc1ccc(NC(=O)C(CCCCNC(=O)OC(C)(C)C)NC(=O)OCc2ccccc2)cc1 (configuration not stated)	-2.0	0	10	-15	-2.2	4	-9	-1	-24
CCOc1cc(/C=C2\COc3ccccc3C2=O)cc(Br)c1OCC(=O)N(C)C	-0.8	11	6	-7	-2.0	-7	-18	-2	-51
COC(=O)c1nnn(-c2nonc2N)c1CSc1nnc(C)s1	-2.1	5	2	-17	-1.8	-2	2	-2	-1
COc1ccc(C(=O)N/C(=C\c2ccccc2)C(=O)NCCCn2ccnc2)cc1	1.6	-1	-4	12	0.2	-3	6	-1	6
Cc1cc(C)nc(SCC(=O)c2ccc(F)cc2F)n1	-2.1	7	4	4	-4.5	0	-3	3	-24
CC(C)(C)NC(=O)NC(=O)COC(=O)Cn1cnc2ccccc2c1=O	-2.1	1	6	-11	-1.9	-2	13	-1	-6
CCn1cc(CN2CCN(Cc3ccc(C)o3)C(CCO)C2)c2ccccc21 (configuration not stated)	-3.9	4	9	-11	-2.6	-4	-13	5	7

Assay outcomes: PubChem BioAssay, several laboratories
